ADAM10 inh: human ADAM10 inhibitors, primary screen, biochemical, QFRET, HTS; Disintegrin and metalloproteinase domain-containing protein 10 (Homo sapiens), O14672; recombinant ADAM10, EDANS/DABCYL FRET peptide cleavage, 3 h; inhibition, % at 7 µM; 370,000 tested, 0.62% active; AID 720582, 2013;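 active = inhibition above a per-campaign cutoff equal to the mean of compounds falling between control-based bounds plus 3 SD, cut at about 20% in these data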;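 note: 0% = DMSO wells while the 100% control is not disclosed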
Tn6 DDE FP: inhibitors of Tn6 peptide binding to fibrin DD(E), primary screen, biochemical, fluorescence polarization, human fibrin, Tn6 probe; Fibrinogen beta chain (Homo sapiens), P02675; Fibrin DD(E) TRITC-Tn6 fluorescence polarization displacement; inhibition, % at 8.3 µM; 370,000 tested, 0.21% active; AID 720509, 2013;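 active = inhibition above a per-campaign cutoff: mean of compounds within control limits plus 3 SD, cut at about 15% in these data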;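 note: 0% = median of all compound wells on the plate and 100% = blocking peptide control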
TDP2 absorb: human TDP2 enzyme inhibitors, primary screen, biochemical, epi absorbance, recombinant enzyme; Tyrosyl-DNA phosphodiesterase 2 (Homo sapiens), O95551; T5PNP hydrolysis, p-nitrophenol absorbance 415 nm; inhibition, % at 12.8 µM; 370,000 tested, 0.34% active;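 active = inhibition above the mean of all tested compounds plus 3 SD, set per campaign, cut at about 25% in these data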;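 note: 0% = DMSO with enzyme and 100% = buffer with substrate but no TDP2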
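System: recombinant human TDP2 / Amount: 120 nM TDP2 per well / Also added: 5 mM T5PNP chromogenic substrate / Doses: 12.8 µM single point, 1% DMSO / Incubation: 2 h at 37 °C / Detection: p-Nitrophenol epi absorbance / Evaluation: % inhibition relative to enzyme-containing and enzyme-free wells / Repeats: singlicate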
ASAP1 GAP inh: inhibitors of human ASAP1 ArfGAP activity, primary screen, biochemical, fluorescence polarization | inhibition, % at 16.5 µM | ASAP1-stimulated ARF1 GTP hydrolysis, GDP FP detection | 360,000 tested, 0.19% active | AID 624377, 2012 | Arf-GAP with SH3 domain, ANK repeat and PH domain-containing protein 1 (Homo sapiens), …; in the data active = inhibition above about 25%;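 note: 0% = vehicle with enzyme and substrate and 100% = no enzyme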
Target sequence (Q9ULH1 325-724 limits assumed): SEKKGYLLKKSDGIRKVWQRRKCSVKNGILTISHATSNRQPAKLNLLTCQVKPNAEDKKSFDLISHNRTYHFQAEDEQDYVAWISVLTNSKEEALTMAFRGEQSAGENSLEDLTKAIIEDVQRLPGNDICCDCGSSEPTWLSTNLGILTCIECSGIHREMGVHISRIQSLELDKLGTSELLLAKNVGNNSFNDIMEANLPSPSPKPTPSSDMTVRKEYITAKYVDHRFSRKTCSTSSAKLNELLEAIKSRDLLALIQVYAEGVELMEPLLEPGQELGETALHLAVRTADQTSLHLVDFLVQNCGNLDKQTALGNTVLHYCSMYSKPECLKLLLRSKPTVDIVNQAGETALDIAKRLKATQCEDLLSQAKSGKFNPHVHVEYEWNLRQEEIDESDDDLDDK
ADAM17 inh: ADAM17 inhibitors, primary screen, biochemical, QFRET | recombinant ADAM17, EDANS/DABCYL FRET peptide cleavage | inhibition, % at 6.95 µM | 370,000 tested, 0.83% active | AID 720648, 2013;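 active = inhibition above the mean of compounds lying between control limits plus 3 SD, set per campaign, cut at about 8.5% in these data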;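 note: 0% = DMSO-only wells as the low control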
LEDGF integ inh: blockers of LEDGF/p75-dependent integrase strand transfer – biochemical, TR-FRET, high throughput, primary screen; HIV-1 integrase (with human LEDGF/p75); TR-FRET IN-LEDGF/p75 DNA integration, Eu/Cy5; inhibition, % at 3.7 µM; 370,000 tested, 0.64% active;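 active = inhibition above the screen-wide mean plus 3 SD, cut at about 13% in these data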;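 note: signal is the Cy5 over europium emission ratio at 671 and 618 nm; 0% = plate median of compound wells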
ARFGAP1 inhibitor: inhibitors of rat ARFGAP1 GAP activity, primary screen, biochemical, fluorescence polarization, GDP tracer; inhibition, % at 16.5 µM; ADP-ribosylation factor GTPase-activating protein 1 (Rattus norvegicus), Q62848; Arfgap1-stimulated ARF1 GTP hydrolysis, GDP FP detection; 360,000 tested, 0.26% active; AID 651572, 2012;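 active = inhibition above a per-plate limit, mean inhibition of low control wells plus 3 SD, cut at about 25% in these data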;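 note: 0% = DMSO wells with enzyme and 100% = wells lacking Arfgap1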
Target sequence (Q62848 1-136 limits assumed): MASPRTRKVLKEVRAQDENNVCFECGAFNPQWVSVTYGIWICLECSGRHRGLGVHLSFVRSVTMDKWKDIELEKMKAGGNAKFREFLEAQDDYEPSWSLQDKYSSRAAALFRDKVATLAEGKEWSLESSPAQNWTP
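Material: rat Arfgap1 GAP domain (His6, aa 1-136), purified enzyme. Also added: human ARF1(Δ1-17)-GTP substrate. Compound dosing: 16.5 µM single point, 1.26% DMSO. Timing: enzyme reaction 120 min at 25 °C after 20 min preincubation. Signal: GDP detection by fluorescence polarization. Read-out basis: percent inhibition of GAP-stimulated GDP formation, scaled between DMSO and no-Arfgap1 medians.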
PLCg1 inh: PLC-gamma1 enzyme inhibitors, primary screen, biochemical, fluorescence, purified enzyme | AID 720700, 2013 | 370,000 tested, 0.84% active | inhibition, % at 12.2 µM | fluorogenic substrate | 1-phosphatidylinositol 4,5-bisphosphate phosphodiesterase gamma-1 (Homo sapiens), P19174; in the data active = inhibition above about 9.5%
KLK7 zymogen act: proKLK7 zymogen activators, primary screen, biochemical, fluorescence intensity; Kallikrein-7 (Homo sapiens), P49862; purified proKLK7, EDANS-DABCYL substrate fluorescence; 100% is mature enzyme control, 0% vehicle; activation, % at 7 µM; 370,000 tested, 0.9% active; AID 652039, 2013;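 active = activation above the mean of all tested compounds plus 3 SD, computed per campaign excluding outliers beyond control limits, cut at about 13% in these data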
Target sequence (P49862 whole entry, looked up): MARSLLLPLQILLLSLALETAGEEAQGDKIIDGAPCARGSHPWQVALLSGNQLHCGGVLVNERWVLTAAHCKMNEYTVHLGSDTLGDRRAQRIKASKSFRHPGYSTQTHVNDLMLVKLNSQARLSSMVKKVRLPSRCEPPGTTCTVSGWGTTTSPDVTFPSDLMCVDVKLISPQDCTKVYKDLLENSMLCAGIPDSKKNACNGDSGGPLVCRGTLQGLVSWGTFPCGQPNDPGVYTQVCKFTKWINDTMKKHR
DDE Tn7 FP inh: inhibitors of Tn7 peptide binding to fibrin DD(E), primary screen, biochemical, fluorescence polarization, human fibrin, Tn7 probe; FP displacement of FITC-Tn7 peptide from fibrin DD(E); 0% = median of compound wells per plate; 370,000 tested, 0.13% active; Fibrinogen beta chain (Homo sapiens), P02675; inhibition, % at 8.3 µM;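 active = inhibition above the mean of compounds falling within the control limits plus 3 SD of them, cut at about 14% in these data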;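 note: 0% = plate median of compound wells and 100% = 10 µM Aha-Tn7 peptide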
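Test system: human clot-derived fibrin DD(E) complex / Quantity: 2 µM final DD(E) protein / Incubation: 10 min plus 3 h, room temperature / Measured by: fluorescence polarization / Benchmarks: high control of 10 µM Aha-Tn7 peptide / Replicates: singlicate testing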
* marks the source's active call; other numbers are inactive results; i = inactive; . = no result given. Hits appear at their usual frequency. Share with any hit: about 4.2%.

SMILES	ADAM10 inh	Tn6 DDE FP	TDP2 absorb	ASAP1 GAP inh	ADAM17 inh	LEDGF integ inh	ARFGAP1 inhibitor	PLCg1 inh	KLK7 zymogen act	DDE Tn7 FP inh
CCN(CC)C(=O)[C@H]1CC(CC(=O)NCc2cccc(C(F)(F)F)c2)C(=O)N2CCc3c([nH]c4ccc(OC)cc34)[C@]12C (stereo partly specified)	14	1	-2	0	3	-1	-9	5	-0.1	3
O=C(CC1C(=O)NCCN1Cc1ccccc1F)NC1CCCCCC1 (stereo unspecified)	-10	11	2	7	-7	-1	7	-7	0.4	1
COc1ccc(OC)c(S(=O)(=O)Nc2cc3c(cc2N2CCCC2)n(C)c(=O)c(=O)n3C)c1	-59	4	5	8	-19	4	-3	-64	-0.6	-4
CC(=O)NCCN1C(=O)C2C3c4ccccc4C(c4ccccc43)C2C1=O (stereo unspecified)	-2	-6	5	-12	0	-4	-2	-1	0.2	5
C[C@@]12C(=O)Nc3ccc(F)cc3C(=O)N1[C@H]1c3cc(Br)ccc3OC[C@@H]1[C@@H]2c1ccccc1	17	0	-7	14	7	-3	6	0	-0.3	5
CCCCc1ccc(N/C(N)=N/c2nc(C)cc(C)n2)cc1	0	-3	10	20	0	1	-2	4	-0.3	3
NC(=O)Cn1cc(C(=O)COc2ccccc2)c2ccccc21	-5	1	11	-2	-4	-3	1	-8	-0.4	2
O=S(=O)(Nc1ccc2c(c1)nc1n2CCN(Cc2ccccc2)C1)c1ccc(Cl)cc1	-79	-6	-26	7	-14	0	8	i	-77	-5
CCC(C(=O)Nc1cccnc1Cl)c1ccccc1 (stereo unspecified)	-4	-4	-5	0	-2	7	-13	1	-0.7	-3
COc1ccc(C(=O)OC(C(=O)c2ccc(C)cc2)c2ccccc2)cc1 (stereo unspecified)	11	2	1	0	3	5	4	-1	0.3	5
C=CCn1c(O)c(C=Nc2ccc(CN3CCCCC3)cc2)c(=O)[nH]c1=S	2	-9	20	5	1	2	1	0	0.5	2
CC(=O)/C(=N\Nc1ccc(Cl)cc1Cl)Sc1cccc2cccnc12	-6	0	-12	2	-2	-15	10	-6	0.1	-7
C/C(=N\NC1=N[C@H]2CS(=O)(=O)C[C@H]2S1)c1ccccc1	0	2	7	-10	3	7	-12	5	-0.6	-5
C=CCN1C(=O)/C(=C2\SC(N3CCOCC3)=NC2=O)c2cc(Br)ccc21	14	-15	0	15	-3	2	12	2	-0.1	0
CSc1ccc(OC2CCN(Cc3ccccc3)CC2)cc1	2	-2	-2	1	3	2	4	5	-0.3	3
O=C(O)/C=C/c1cnn(-c2ccccc2)c1	-3	2	-2	-12	-1	5	-4	4	-0.1	2
CCOC(=O)c1[nH]c2ccc(OC)cc2c1NC(=O)CCN1CCCC(C)C1 (stereo unspecified)	-226	10	2	9	-81	3	-12	-343	27*	-3
CC(=O)Nc1ccc(C(=O)N2CCCCC2c2cc(C(=O)N3CCOCC3)no2)cc1 (stereo unspecified)	-2	1	-3	7	-3	4	9	0	-0.3	-1
NC(=O)c1nn(-c2ccccc2)nc1NC(=O)CSc1nnnn1-c1ccc(Cl)cc1	-8	7	8	-1	-1	1	-8	-4	0.1	-4
Cc1ncc([N+](=O)[O-])n1CCN1C(=O)c2ccccc2C1=O	4	-5	4	0	1	1	3	0	-0.7	-4
CCC[C@H]1CN(c2ccc(Br)cc2)C(=O)[C@@H]1CC(=O)NC	-21	1	3	-6	-3	1	5	1	0.2	-2
Nc1nc(-c2ccc(Oc3ccccc3)cc2)cs1	12	-4	-13	0	4	3	-5	-3	-0.2	1
O=C(CNS(=O)(=O)c1ccc(Br)s1)NCc1ccc(F)cc1	-3	4	4	7	2	-1	-3	-1	0.6	1
Cc1csc(NC(=O)c2cc3c(s2)CCCCC3)n1	8	9	-8	4	4	0	0	-47	-2.2	2
O=C(CN1C(=O)C2CCCN2c2ncc(Cl)cc21)NCc1ccc2c(c1)OCO2 (stereo unspecified)	-12	1	-8	-14	-3	0	6	-67	-8.3	-4
CC12CCC(=O)N1C(C(=O)Nc1nc3ccc(S(C)(=O)=O)cc3s1)CS2 (stereo unspecified)	-5	-2	7	1	-4	0	8	2	-0.5	0
O=C(/C=C/[C@H]1O[C@@H](n2ccc(=O)[nH]c2=O)[C@H](O)[C@@H]1O)NCc1ccc2c(c1)OCO2	-4	5	9	4	-1	3	-3	0	0.3	-3
CC(=O)Nc1cc(OC(C)=O)c2nonc2c1OC(C)=O	-73	-2	98*	-9	-22	39*	-10	-33	40*	2
COc1ccc(N(C)C(=O)C2CCN(S(=O)(=O)c3cccc4nonc34)CC2)c(OC)c1	-3	-5	2	3	-3	-4	5	0	-0.7	1
O=C(CSc1nnc(-c2ccccc2F)o1)NC1CCCCC1	3	-13	-2	7	-5	-5	1	0	0.1	2
Cc1ccc(NCCC(=O)c2cccs2)cc1	4	-1	6	-1	-1	2	4	-1	-0.5	-2
Cc1ccc(-c2nnn(CC(=O)N(CCO)C(C(=O)NC3CCCCC3)c3ccncc3)n2)o1 (stereo unspecified)	7	-3	-9	-5	1	1	-3	4	-1.0	-5
C=CCn1c(Cc2cccs2)nnc1SCC(=O)NC1CC1	-10	-4	4	2	0	3	11	-2	0.0	-7
O=C(NNS(=O)(=O)c1ccccc1)c1cccc(F)c1	-3	-2	-3	-7	-1	4	2	-1	0.5	7
O=C(c1cc(-c2cccc(Cl)c2)nc2ccccc12)N1CCN(c2ccccn2)CC1	16	-1	1	-7	3	-1	2	2	-1.1	5
O=C(Oc1ccc(-c2nnco2)cc1)c1ccc(F)c(S(=O)(=O)N2CCOCC2)c1	-7	8	11	-10	-3	-4	-7	1	0.0	0
CC(=O)NC1=NN(C(C)=O)C2(S1)C(=O)N(C(C)=O)c1ccc(C)cc12 (stereo unspecified)	-5	-6	9	0	-6	-1	3	-4	0.0	3
NS(=O)(=O)c1ccc(CCNC(=O)c2cc([N+](=O)[O-])ccc2N2CCCCC2)cc1	4	-1	-15	9	5	1	2	6	-0.1	-1
CCc1ccccc1NC(=O)CNC(=O)c1cc(C2CC2)nn1-c1ccccc1	-7	-2	10	-6	-1	0	6	-1	0.1	-2
Cc1ccc(OCC(=O)N2N=C(c3ccncc3)CC2(O)C(F)(F)F)cc1C (stereo unspecified)	10	1	-3	-1	0	5	5	3	-0.3	-3
Cc1ccc(CNC(=O)C2CC(c3ccccc3F)=NO2)cc1 (stereo unspecified)	9	0	-3	-9	0	2	3	1	0.2	11
Cc1cccc(C)c1NC(=O)CCCSc1nnc(-c2ccco2)o1	0	-3	18	-1	-2	2	0	0	-0.3	4
Cc1cccc(C)c1NC(=O)C1CSC2(C)CCC(=O)N12 (stereo unspecified)	-7	3	2	4	0	0	0	0	-0.1	2
Cn1sc2ccccc2c1=O	-16	-7	-8	7	-4	-4	0	0	0.6	-3
COc1cccc(NC(=O)Nc2ccc3c(c2)nnn3C)c1	-27	-4	5	1	-20	-3	13	-21	0.6	6
C=CCC1(CC=C)CCCN1C(=O)c1cc(COc2cccc(OC)c2)on1	6	3	8	7	4	-2	3	-2	0.3	4
Cc1ccccc1CSc1nc2ccccc2c(=O)n1C	-4	5	-8	-2	-1	3	-9	1	0.3	0
COC(=O)C[C@@H]1CC[C@H]2[C@@H](COc3ccc(NS(=O)(=O)c4ccccc4F)cc3C(=O)N2C)O1	-3	3	-3	.	-2	5	.	0	-0.2	1
COc1ccc(NC(=O)CCS(=O)(=O)c2ccc3nc(C)sc3c2)cc1OC	-14	-3	2	-9	-4	-1	4	-1	0.3	1
O=C(Nc1ccc(C(F)(F)F)cc1)c1cnc(N2CCN(c3ccccn3)CC2)c2ccccc12	-1	4	-4	1	0	2	-4	-1	-0.7	-5
COc1ccc(CCNC(=O)COC(=O)/C=C/c2cccc(F)c2)cc1	-5	2	-2	-13	-5	-2	1	2	-0.3	5
Cc1ccc(CN(c2ccc(C(=O)NCc3cccnc3)cc2)S(C)(=O)=O)cc1	1	-4	10	12	-2	0	3	-1	0.3	2
CCCCCc1c(-c2cccc(Cl)c2)ncn1CCc1ccccc1OC	-1	-2	-8	-5	2	2	-11	10*	1.4	-2
COc1cccc(C2NC(CC(C)C)(C(=O)O)C3C(=O)N(Cc4ccccc4)C(=O)C23)c1O (stereo unspecified)	-6	-1	-1	-2	-1	0	-1	3	-0.1	0
CCCC(=O)Nc1ccc(C(=O)O)cc1NC(=O)CCC	2	-1	-10	1	3	3	0	5	-0.3	-6
CCOc1ccc(CN(C)C(=O)c2ccc(=O)[nH]c2)cc1	-11	-4	16	1	1	1	3	1	-0.2	-6
O=S(=O)(c1ccc2c(c1)OCCO2)N1CCc2ccccc21	-4	-1	-3	7	0	1	-1	2	-0.2	3
CC(=O)NC1C(=O)Nc2c(C)cc(C)cc21 (stereo unspecified)	6	5	-1	3	-2	-1	-12	-1	0.1	8
CC1(C(=O)NS(=O)(=O)c2ccc(C#N)cc2)CCN1C(=O)CC1CCCCC1 (stereo unspecified)	-2	-3	-5	8	4	7	6	9	-0.5	-7
CC(C)=C(NC(=O)c1ccccc1)C(=O)Nc1ccc(C(=O)O)cc1	-8	2	-9	1	-2	-3	2	2	0.4	-4

High-throughput results from PubChem BioAssay.
